# Screening results from PubChem BioAssay.
# PLC-gamma1 inh: inhibitors of human phospholipase C gamma1; AID 720700; inhibition, % at 12.2 µM; P19174; purified PLC-gamma1, fluorogenic substrate, fluorescence; hit rate 0.84% among 370,000; in the data active = inhibition above about 9.5%
# PLCb3 inh: blocks human PLC-beta3 enzyme activity; Purified PLC-beta3, fluorogenic substrate, fluorescence; inhibition, % at 12.2 µM; hit rate 0.18% among 370,000; AID 720704; in the data active = inhibition above about 11%;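 note: 0% = median of compound wells on plate and 100% = full blocker control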
# DDE Tn7 FP inh: DD(E)-Tn7 binding inhibition, primary FP screen; FP displacement of FITC-Tn7 peptide from fibrin DD(E); 0% = median of compound wells per plate; inhibition, % at 8.3 µM; hit rate 0.13% among 370,000; AID 720508;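 active = inhibition above the mean of compounds falling within the control limits plus 3 SD of them, cut at about 14% in these data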;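 note: 0% = plate median of compound wells and 100% = 10 µM Aha-Tn7 peptide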
#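 Also added: labelled Tn7 tracer, 0.1 µM; Assay system: human fibrin DD(E) protein; Amount: 2 µM fibrin DD(E); Schedule: 10 min compound pre-incubation, 3 h probe incubation at room temperature; Repeats: one replicate per compound; Read-out basis: percent inhibition; Measured by: fluorescence polarization of the labelled Tn7 tracer.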
# ARFGAP1 inh: rat ARFGAP1 inhibition; Q62848; Arfgap1-stimulated ARF1 GTP hydrolysis, GDP FP detection; inhibition, % at 16.5 µM; hit rate 0.26% among 360,000;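 active = inhibition above a per-plate limit, mean inhibition of low control wells plus 3 SD, cut at about 25% in these data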;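 note: 0% = DMSO wells with enzyme and 100% = wells lacking Arfgap1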
#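 Material: rat Arfgap1 catalytic domain, aa 1-136; also added: human ARF1(Δ1-17)-GTP substrate; compound dosing: one concentration, 16.5 µM, DMSO 1.26%; incubation: GTP hydrolysis reaction 2 h at 25 °C; measured by: Tracer-displacement fluorescence polarization with EDTA stop, 620/688 nm; evaluation: % inhibition from polarization; repeats: one replicate per compound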
# ASAP1 inh: inhibitors of human ASAP1 ArfGAP activity. hit rate 0.19% among 360,000. ASAP1-stimulated ARF1 GTP hydrolysis, GDP FP detection. inhibition, % at 16.5 µM. Q9ULH1; in the data active = inhibition above about 25%;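 note: 0% = vehicle with enzyme and substrate and 100% = no enzyme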
# Rev-erbA mod: modulators of human Rev-erb alpha DNA binding; P20393; Rev-erbα–FITC-DNA binding, fluorescence polarization, 90 min; activity, % at 10 µM; hit rate 0.79% among 370,000; AID 1259318;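 active = activity above about 14%, limit read from the data; passing the limit was not always enough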;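 note: 0% = DMSO wells with 35 nM protein and 100% = DMSO wells with 750 nM protein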
# proKLK7 act: activators of human kallikrein-7 zymogen | P49862 | purified proKLK7, EDANS-DABCYL substrate fluorescence; 100% is mature enzyme control, 0% vehicle | activation, % at 7 µM | hit rate 0.9% among 370,000 | AID 652039;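 active = activation above the mean of all tested compounds plus 3 SD, computed per campaign excluding outliers beyond control limits, cut at about 13% in these data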
# UHRF1 MBD2 ctr: blocks human UHRF1 binding to methylated DNA. Q96T88. UHRF1 binding to methylated oligo, TR-FRET. inhibition, % at 4.4 µM. hit rate 0.75% among 370,000. AID 687016; in the data active = inhibition above about 21%;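 note: UHRF1 SRA domain binding a hemimethylated CpG hairpin DNA probe; 0% = median of test compound wells and 100% = reference inhibitor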
# HGIII-sPLA2 inh: Inhibits HGIII-sPLA2 liposome hydrolysis, primary screen; QFRET BODIPY PC-A2 liposome hydrolysis, fluorescence; inhibition, % at 12.2 µM; hit rate 0.56% among 370,000;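 active = inhibition above mean plus 3 SD of compounds lying within the high and low control bounds, cut at about 19% in these data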;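 note: 0% = median of test compound wells and 100% = no enzyme DMSO wells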
# Tn6 DDE FP: inhibitors of Tn6 peptide binding to human fibrin DD(E); P02675; Fibrin DD(E) TRITC-Tn6 fluorescence polarization displacement; inhibition, % at 8.3 µM; hit rate 0.21% among 370,000; AID 720509;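 active = inhibition above a per-campaign cutoff: mean of compounds within control limits plus 3 SD, cut at about 15% in these data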;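 note: 0% = median of all compound wells on the plate and 100% = blocking peptide control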
# An asterisk follows results filed as active; i = inactive.
SMILES,PLC-gamma1 inh,PLCb3 inh,DDE Tn7 FP inh,ARFGAP1 inh,ASAP1 inh,Rev-erbA mod,proKLK7 act,UHRF1 MBD2 ctr,HGIII-sPLA2 inh,Tn6 DDE FP
O=C(CC1SC(=NC2CCCCC2)NC1=O)Nc1ccccc1 (configuration not stated),11*,3,-5,-5,-8,3,-0.7,3,0,-2
CN(Cc1nc2ccccc2c(=O)[nH]1)C(=O)COc1ccccc1Cc1ccccc1,1,-11,3,-10,15,4,0.2,-1,-15,3
COc1ccccc1N1CCN(C(=O)c2ccccc2Oc2ccccc2)CC1,3,2,0,-2,5,10,0.2,3,0,6
Cc1sc(NC(=O)Cc2ccc3c(c2)OCO3)nc1-c1ccc2c(c1)CCN2C(=O)c1ccc(F)cc1,-2,0,-1,6,-5,3,0.4,-5,-17,-3
COc1ccc(CN(CCN(C)C)Cc2ccccc2)c(OC)c1,2,3,-6,2,16,5,0.8,4,-5,5
CCC(C)(C)n1nnnc1C(c1ccc(C)cc1)N1CCN(Cc2cccnc2)CC1 (configuration not stated),-3,-7,2,5,0,-3,0.6,-3,-1,-9
CC1CC(=O)Nc2ccccc2N1C(=O)CSc1nnnn1C(C)C (configuration not stated),-2,-2,1,3,2,-1,0.1,0,0,2
CN(C)C(=O)CSc1nnc([C@H](Cc2ccccc2)NC(=O)OC(C)(C)C)o1,-2,-5,-1,5,-16,-2,-0.5,0,4,-1
CCOC1OC2C(CO)OC(n3cnc4c(N)ncnc43)C2O1 (configuration not stated),5,-1,-2,3,4,2,-0.3,6,15,-7
COCc1c(C(=O)OCC(=O)NCc2ccco2)oc2ccccc12,2,-9,-3,1,0,-6,0.6,9,-2,-2
CCOc1ccc2oc(-c3ccccc3)c(C(=O)N(C)C)c2c1,-74,-104,2,10,7,3,1.8,-1,-9,1
CC1CCCC(C)N1CCNC(=O)CCn1nc(-c2ccccc2)ccc1=O (configuration not stated),2,0,-1,-6,-4,3,-0.3,-1,-5,2
CCOc1ccccc1NC(=O)NNS(=O)(=O)c1cc(C)ccc1C,5,-6,6,8,-5,-2,-0.4,0,-5,2
Cc1nnc(N2CCc3ccccc3C2)[nH]c1=O,3,0,-4,2,9,-4,-0.5,0,1,0
COC(=O)Cc1ccc(NC(=S)NCc2ccccc2)cc1,-1,2,-4,11,1,-1,0.6,-1,0,-2
O=c1nc(N/N=C/c2ccco2)cn[nH]1,-1,0,-1,-2,-3,-7,-0.5,4,-2,-1
Cc1cccc(NC(=O)c2ccc(S(=O)(=O)N3CCC(C)CC3)cc2)n1,-1,-10,2,4,-3,4,0.6,1,-1,-2
Cc1cc(NC(=O)CSc2nc3sc(C)c(C)c3c(=O)n2C2CCCC2)no1,-1,2,-4,0,6,1,0.2,1,18,5
COc1cc2c(=O)n(CCC(=O)NCC3CCCO3)c(=O)n(CC(=O)Nc3ccc(F)cc3)c2cc1OC (configuration not stated),-1,-6,-4,9,8,10,0.7,2,1,1
CC1=NNC(=O)C1Cc1ccc(F)cc1 (configuration not stated),1,-5,0,0,-8,0,-0.5,0,9,-1
Nc1ccc(CNC(=O)OCC2c3ccccc3-c3ccccc32)cc1,2,0,1,11,10,2,0.0,-2,6,2
COc1ccc(CCNC(=O)c2ccccc2N(C)S(=O)(=O)c2ccccc2)cc1,6,1,-3,6,-2,1,0.4,3,6,7
CC(C)N(C(=O)CSc1nc2ccccc2n1Cc1ccccc1F)C(C)C,5,0,0,12,-5,6,-0.1,9,5,0
CCOC(=O)c1nc(C)sc1-c1ccnn1S(=O)(=O)c1ccc(Cl)cc1Cl,-3,-11,3,6,2,-3,-0.5,0,-2,0
COc1ccc(CCNC(=O)CN(c2ccccc2)S(=O)(=O)c2ccccc2)cc1,0,5,-1,3,-9,-2,-0.3,1,-4,-3
CCOC(=O)c1c(NC(=O)c2ccccc2C(=O)O)sc2c1CCCC2,-81,-87,3,4,5,-3,0.2,4,0,-7
OC[C@H]1OC(Nc2ccc(N=Nc3ccccc3)cc2)[C@@H](O)[C@@H](O)[C@@H]1O (some centres not stated),5,2,-4,-2,4,3,0.2,-6,6,-2
O=C(NCCC1=CCCCC1)C(=O)NCc1ccncc1,-2,-1,1,4,9,-7,-0.7,1,1,0
Cc1cc(/C=C\c2nc(O)c([N+](=O)[O-])c(=O)[nH]2)c(C)n1-c1ccccc1,1,-1,3,-8,4,-16,-0.1,15,-3,5
Cn1c(Cn2c(=O)sc3ccccc32)nnc1SCC(=O)NCC1CCCO1 (configuration not stated),1,2,-4,6,-9,-1,0.7,0,3,-1

# Reprinted from the part before: two compounds, then new ones.
SMILES,PLC-gamma1 inh,PLCb3 inh,DDE Tn7 FP inh,ARFGAP1 inh,ASAP1 inh,Rev-erbA mod,proKLK7 act,UHRF1 MBD2 ctr,HGIII-sPLA2 inh,Tn6 DDE FP
Cc1cc(/C=C\c2nc(O)c([N+](=O)[O-])c(=O)[nH]2)c(C)n1-c1ccccc1,1,-1,3,-8,4,-16,-0.1,15,-3,5
Cn1c(Cn2c(=O)sc3ccccc32)nnc1SCC(=O)NCC1CCCO1 (configuration not stated),1,2,-4,6,-9,-1,0.7,0,3,-1
CCOC(=O)c1cccc(NC(=O)CSc2nnc(C3CCCCC3)n2CC)c1,-1,-1,3,-3,0,-1,0.3,5,-4,-3
COc1ccc(C(=O)C(OP(=O)(OC)OC)c2ccccc2OC)cc1 (configuration not stated),-1,-2,-1,2,-3,-1,-0.2,10,13,-1
O=C(c1ccco1)N1CCN(Cc2cc(=O)c(OCc3ccccc3)co2)CC1,-2,-1,-7,6,-13,4,-0.1,-2,-15,-14
CC(=O)c1ccc(S(=O)(=O)N2CCN(C(=O)C(=O)c3cccc(C(F)(F)F)c3)CC2)cc1,0,-4,1,-2,-10,-2,0.0,1,-3,2
Cc1cc(NC(=O)COC(=O)c2cc3c(s2)CCC(C)C3)no1 (configuration not stated),-4,1,2,-9,15,-2,-0.3,2,1,1
COc1ccc(C2Nc3ccccc3C(=O)N2Cc2ccccc2)cc1Cn1nnc2ccccc21 (configuration not stated),-208,-240,-9,13,3,1,-8.8,5,-8,-8
CCOC(=O)c1cc(CC)sc1NC(=O)C1CC(=O)NN1Cc1ccccc1 (configuration not stated),-3,-1,3,2,2,6,0.5,0,-5,-3
CCN(CC(=O)Nc1ccc(NC(C)=O)cc1)C(=O)CCCN1C(=O)c2ccccc2C1=O,-4,-3,3,9,-10,4,0.2,-2,2,9
CN(C)CCCNC(=O)/C=C/c1ccc2c(c1)OCO2,-7,-10,-3,-4,1,-2,1.9,-5,1,5
CC[C@]12C(=O)N(C)C[C@H]([C@@H]3C(=O)N(C)C(=O)[C@@H]31)N2C(=O)c1ccc(C(F)(F)F)cc1,-2,2,0,9,17,-4,0.1,0,0,2
CCOC(=O)c1[nH]c(C)c(C(=O)N2CCN(C(=O)c3ccco3)CC2)c1C,-3,-1,8,3,-10,-3,-0.4,0,1,-8
COc1ccccc1N(CC(=O)N1CCN(c2ccccc2)CC1)S(=O)(=O)c1ccc(C)cc1,1,-14,4,-4,-2,2,-0.1,5,-4,-1
CCN(CC)C(=O)c1ccccc1NC(=O)c1ccccc1C,-2,-3,1,-1,4,-3,0.4,3,5,2
COc1ccc(-c2cn3cccc(C)c3n2)cc1Br,-3,1,-3,10,-4,0,0.1,-2,-7,-6
O=C1NC(c2ccccc2Br)=N/C1=C\c1ccco1,-11,-18,0,-4,1,-3,0.2,-5,-3,3
O=C(Nc1ccc(Cl)cn1)c1cccc2c(Br)cccc12,0,-4,-5,-16,14,12,0.7,0,-3,5
COCCCNC(=O)C1CCN(C(=O)c2oc3cc4sc(N(C)C)nc4cc3c2C)CC1,-495,i,3,-1,-5,1,21*,0,2,-9
Cc1ccc(C2=NN(CCC(=O)NCc3ccc4c(c3)OCO4)C(=O)CC2)cc1,3,0,-4,-5,4,-6,-0.3,-2,-2,-2
COc1cc(-c2nc(S(=O)(=O)c3ccc(Cl)cc3)c(N(C)C)o2)cc(OC)c1OC,-2,-1,12,-5,12,-4,-0.1,-4,-1,8
Cc1ccc(CN(C(=O)Cn2nnc3ccccc32)C(C(=O)NCc2ccco2)c2cccs2)cc1 (configuration not stated),6,4,-1,2,0,-4,0.0,1,-4,-5
Cc1cc(C(=O)Nc2ccc3[nH]ccc3c2)no1,0,-5,6,-10,5,-2,-0.1,0,-4,-1
C/C=C(\C)c1nnc(NC(=O)OCC)s1,1,2,4,14,2,4,-0.7,-2,0,5
CSCCC(NC(=O)c1ccccc1Cl)C(=O)NCCc1ccccn1 (configuration not stated),-3,-6,14,1,-10,-6,0.6,-3,4,9
CCc1ccc(NC(=O)CSc2nnc(-c3cccs3)n2CC)cc1,-1,0,11,-4,1,-4,0.8,-2,-16,0
CCOC(=O)C1C(=O)CC(O)(c2ccccc2)CC1c1ccccc1 (configuration not stated),5,0,5,1,2,-2,-0.3,4,11,2
c1ccc(Nc2nc3ccccc3[nH]2)nc1,-4,-1,1,-2,-2,1,-0.1,-7,7,7
Clc1ccc(-c2nc(N3CCOCC3)nc3ccccc23)cc1,-27,-36,5,3,-10,-1,-1.5,12,0,2
CCc1ccc(NC(=O)CSc2nccn(-c3ccc4c(c3)OCCO4)c2=O)cc1,-17,-23,-4,9,-10,5,-3.6,0,2,-4
Nc1nc2c(ncn2[C@@H]2O[C@H](C(=O)NCCCc3ccccc3)[C@@H](O)[C@H]2O)c(=O)[nH]1,2,3,-4,-6,10,-2,-0.3,0,2,0
N#CC1=C(N)Oc2c(oc(CO)cc2=O)C1c1ccsc1 (configuration not stated),-12,-13,2,-3,12,-2,0.1,5,3,9

# Following part.
SMILES,PLC-gamma1 inh,PLCb3 inh,DDE Tn7 FP inh,ARFGAP1 inh,ASAP1 inh,Rev-erbA mod,proKLK7 act,UHRF1 MBD2 ctr,HGIII-sPLA2 inh,Tn6 DDE FP
CCc1cc(C(=O)N(CC)CC(=O)Nc2ccc(OC)cc2)sc1C,4,-3,-4,8,5,5,-0.2,-3,0,-16
O=c1[nH]n(-c2ccccc2)c(=O)c2ccccc12,-6,-2,1,-2,2,-4,0.2,-1,0,0
NC(=O)C1CCN(CCC(=O)Nc2ccc3c(c2)CCC3)CC1,0,0,0,-8,-17,4,0.3,1,3,6
O=C(Nc1cccc([N+](=O)[O-])c1)c1ccn[nH]1,1,3,-6,9,-3,-8,0.0,1,4,2
CC(C)OC(=O)CSc1nnc(Cc2ccccc2)n1CC1CCCO1 (configuration not stated),-3,-1,-2,-1,9,-7,-0.2,1,4,-2
CC1(C)CC(=O)C2=C(C1)Oc1ncn3nc(-c4cccnc4)nc3c1C2c1ccccc1 (configuration not stated),0,1,0,11,2,2,-0.3,1,2,3
